MPTP block = mitochondrial permeability transition pore inhibitors, primary screen, biochemical, isolated mouse mitochondria, absorbance; Ca2+ swelling absorbance, 30 min; inhibition, % at 10 µM; 360,000 tested, 1.4% active;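 active = inhibition of 50% or more, scaled per plate between neutral and stimulator controls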;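 note: 0% = DMSO wells given calcium and 100% = 1 mM EGTA wells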
GRIN3A LBD mod = binders of NR3A ligand-binding domain, primary screen, biophysical, differential scanning fluorimetry, uHTS; Glutamate receptor ionotropic, NMDA 3A (GRIN3A) ligand-binding domain; NR3A LBD differential scanning fluorimetry, Tm shift; 0% = protein alone, 100% = glycine-bound protein; Tm shift relative to glycine control, % at 25 µM; 340,000 tested, 2.5% active;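 active = melting temperature shift of at least 10% of the positive control shift, at one fixed dose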
EBI2 antag = EBI2 receptor antagonists, beta-arrestin recruitment, primary screen, cell-based, luminescence, 7a,25-OHC stimulation, uHTS | G-protein coupled receptor 183 (Homo sapiens), P32249 | AID 651636, 2012 | 7a,25-OHC stimulated | 360,000 tested, 0.81% active | inhibition, % at 5 µM; in the data active = inhibition above about 38%;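 note: enzyme fragment complementation signal reports receptor beta-arrestin coupling in cells; 0% = agonist plus DMSO wells and 100% = wells without agonist; some results beyond the cut were filed as inactive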
CXCR6 block = CXCR6 receptor inhibitors, primary screen, cell-based, beta-arrestin, luminescence, CHO-K1 PathHunter, 1536-well; C-X-C chemokine receptor type 6 (Homo sapiens), O00574; inhibition, % at 20 µM; 360,000 tested, 0.36% active; in the data active = inhibition above about 34%, passing the limit was not always enough;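 note: antagonist mode with CXCL16 agonist at 10 nM final; 0% = 10 nM CXCL16 with DMSO and 100% = unstimulated wells without agonist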
CCR6 antagonist = CCR6 receptor antagonists, primary screen, cell-based, CHO-K1, luminescence, beta-arrestin, uHTS; C-C chemokine receptor type 6 (Homo sapiens), P51684; CHO-K1 CCR6 PathHunter beta-arrestin, CCL20-stimulated; inhibition, % at 20 µM; 340,000 tested, 0.49% active; AID 493098, 2011;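 active = compounds whose inhibition of the agonist-driven luminescence signal at 20 µM reaches about 50%, limit read from the data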;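 note: cells stimulated with CCL20 at 14 nM final; plate controls were DMSO with CCL20 for no effect and DMSO without agonist for full effect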
Target sequence (P51684 whole entry, looked up): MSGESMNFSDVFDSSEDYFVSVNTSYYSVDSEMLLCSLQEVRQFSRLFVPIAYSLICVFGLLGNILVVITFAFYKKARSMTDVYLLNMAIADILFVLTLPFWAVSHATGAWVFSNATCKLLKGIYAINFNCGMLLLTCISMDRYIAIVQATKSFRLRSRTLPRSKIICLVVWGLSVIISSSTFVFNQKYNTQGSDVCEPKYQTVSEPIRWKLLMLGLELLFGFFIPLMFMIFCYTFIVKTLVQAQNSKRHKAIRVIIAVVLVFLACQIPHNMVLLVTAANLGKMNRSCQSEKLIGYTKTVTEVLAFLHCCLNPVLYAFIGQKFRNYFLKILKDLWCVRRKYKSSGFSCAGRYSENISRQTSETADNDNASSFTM
APOBEC3A inh = APOBEC3A ssDNA deaminase inhibitors, primary screen, selectivity assay for APOBEC3G inhibitor project, biochemical, FAM/TAMRA oligo cleavage fluorescence; DNA dC->dU-editing enzyme APOBEC-3A (Homo sapiens), P31941; recombinant A3A, FAM/TAMRA ssDNA deamination fluorescence; inhibition, % at 20 µM; 330,000 tested, 0.41% active;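 active = at least 40% inhibition at 20 µM here, with at most 30% in a related deaminase screen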;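 note: plate controls were A3A with DMSO for no effect and wells lacking A3A enzyme for full effect; some results filed as inactive read as strong as hits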
Target sequence (P31941 whole entry, looked up): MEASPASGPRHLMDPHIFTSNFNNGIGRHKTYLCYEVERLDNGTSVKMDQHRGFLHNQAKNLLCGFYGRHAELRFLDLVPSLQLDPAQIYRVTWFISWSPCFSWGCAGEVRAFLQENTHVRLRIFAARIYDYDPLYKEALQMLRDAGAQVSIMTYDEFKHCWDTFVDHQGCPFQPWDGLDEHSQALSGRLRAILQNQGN
Gli-Sufu antag = Gli-Sufu pathway antagonists, primary screen, luciferase luminescence, Sufu-KO-LIGHT cells, uHTS; Sufu-KO-LIGHT fibroblasts, Gli luciferase reporter luminescence; inhibition, % at 5 µM; 340,000 tested, 0.74% active; AID 588413, 2011;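 active = inhibition above about 55%, limit read from the data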;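 note: 0% = DMSO-treated cells and 100% = wells with medium but no cells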
APOBEC3G inh = APOBEC3G DNA deaminase inhibitors, primary screen, biochemical, fluorescence, single-stranded DNA substrate, uHTS; recombinant A3G, ssDNA deamination FAM/TAMRA fluorescence; inhibition, % at 20 µM; 330,000 tested, 0.28% active;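 active = inhibition of at least 40% at 20 µM, with no more than 30% in the related APOBEC3A deaminase screen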;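 note: plate controls were DMSO wells with A3G for no effect and wells lacking A3G enzyme for full effect; some compounds called inactive have numbers as strong as hits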
Target sequence (Q9HC16 whole entry, looked up): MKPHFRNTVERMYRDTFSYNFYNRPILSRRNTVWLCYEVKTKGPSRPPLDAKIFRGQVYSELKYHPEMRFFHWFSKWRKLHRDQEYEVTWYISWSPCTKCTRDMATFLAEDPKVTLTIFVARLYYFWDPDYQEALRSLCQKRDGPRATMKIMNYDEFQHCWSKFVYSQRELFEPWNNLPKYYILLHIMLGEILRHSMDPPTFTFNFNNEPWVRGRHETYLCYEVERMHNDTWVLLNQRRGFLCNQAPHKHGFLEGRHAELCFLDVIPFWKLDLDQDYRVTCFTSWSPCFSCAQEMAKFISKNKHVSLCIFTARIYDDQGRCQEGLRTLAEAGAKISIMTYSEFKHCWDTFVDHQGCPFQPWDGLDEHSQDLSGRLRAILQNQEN
* marks the source's active call; other numbers are inactive results; / = no result given.

SMILES | MPTP block | GRIN3A LBD mod | EBI2 antag | CXCR6 block | CCR6 antagonist | APOBEC3A inh | Gli-Sufu antag | APOBEC3G inh
O=C(NC1CCCCC1)c1ccc(Cn2cc(Br)cn2)o1 | -4.7 | 0.5 | 2.2 | 19.5 | 10.3 | -2.5 | 0.5 | -5.7
COCCN1CCN(Cc2cn(C)nc2-c2cccc(Cl)c2)CC1 | -0.5 | -1.0 | -5.7 | -3.4 | 1.3 | -3.6 | 12.6 | -5.7
COc1ccc(F)cc1S(=O)(=O)Nc1cccc(C(=O)O)c1 | 0.5 | 1.3 | -9.9 | -2.6 | 7.2 | -2.1 | -7.8 | -5.8
N#Cc1ccccc1CSC1=NCCS1 | 0.3 | -1.3 | -7.6 | 0.4 | 1.4 | -0.7 | -11.8 | -3.4
c1ccc(N2CCOCC2)c(Nc2nc3ccccc3n3cnnc23)c1 | -0.2 | -1.3 | 1.7 | -1.6 | -13.5 | -2.7 | -6.0 | -7.1
O=C(CN1C(=O)NC2(CCCCCC2)C1=O)Nc1ccc2c(c1)CCC2 | -0.7 | -4.5 | 5.5 | 3.1 | -5.8 | -1.1 | 4.4 | -4.3
Cc1ccc(NC(=O)N(CCCN2CCOCC2)Cc2cccs2)cc1C | -0.7 | -1.2 | 2.5 | 8.6 | 7.2 | -4.4 | 5.4 | -9.0
COc1ccc(C2=NOC(Cn3nc(C(=O)NCc4cccs4)cc3-c3ccccc3)C2)cc1 (centres undefined) | 0.8 | -3.4 | -0.4 | 3.1 | 8.9 | -5.8 | 0.1 | -10.0
COCCn1c(C)cc(C2=NNC(=Nc3ccccc3)SC2)c1C | -3.0 | -3.9 | -7.7 | -2.4 | 5.2 | 2.2 | 54.1 | 6.8
COc1ccc(/C=C(/C#N)C(=O)Nc2cc(C)ccc2C)cc1C(=O)O | 1.9 | -0.7 | 2.1 | 5.5 | 19.8 | 0.6 | / | -1.5
O=C(COC(=O)c1ccccc1F)Nc1cccnc1Cl | -2.7 | -1.9 | -7.6 | -3.6 | 3.1 | 3.8 | 0.3 | 3.0
O=C(CNC(=O)C(c1ccccc1)c1ccccc1)N/N=C\c1ccc(C(=O)O)cc1 | -0.2 | 0.7 | 0.2 | 9.8 | 6.6 | -4.4 | 1.3 | -4.9
CCN(CC)C(=O)C(=O)c1cccn1-c1ccc(C#N)cc1 | 0.5 | -2.5 | -1.2 | -6.7 | 6.7 | -1.0 | -35.6 | -4.3
COc1cccc(C(CC(=O)Nc2cccc3ccccc23)NC(=O)c2ccccc2)c1 (centres undefined) | 1.8 | -2.0 | -1.7 | -1.0 | -13.8 | 1.4 | 7.5 | -1.6
O=C(NN=C1CCN(Cc2ccccc2)CC1)c1cccc(S(=O)(=O)Nc2ccccc2Cl)c1 | -0.8 | -3.0 | -14.6 | -12.7 | 6.9 | 2.3 | -5.0 | 1.6
CNc1nc(OCC(F)(F)F)nc(N2CCOCC2)n1 | -2.2 | -3.1 | -0.6 | 3.5 | -9.9 | 1.3 | -4.3 | -5.7
CCc1ccc(NC(=O)N(CCN2CCOCC2)C2CCN(C(C)=O)CC2)cc1 | 0.1 | -1.6 | 6.3 | -5.8 | -38.3 | -0.5 | -101.6 | -1.0
Cn1c(=O)n(C)c2cc(S(=O)(=O)NCCc3ccccc3)ccc21 | 59.2* | -0.4 | 2.0 | 4.0 | 0.7 | 1.4 | -5.8 | -1.9
COc1ccc(-c2nnc(SCC(=O)NCC3CCCO3)n2C)cc1 (centres undefined) | -0.8 | -0.5 | -22.6 | -1.2 | 5.2 | -0.4 | 1.3 | -4.6
O=S(=O)(c1ccc(Nc2ccc(-c3ccc4c(c3)OCCO4)nn2)cc1)N1CCCC1 | 1.2 | 3.1 | 22.7 | -2.9 | 1.6 | -1.0 | -12.2 | 1.2
COc1ccc(C2(C)NC(=O)N(CC(=O)NC3(C#N)CCCCC3)C2=O)cc1 (centres undefined) | -0.6 | 0.9 | 3.0 | -1.2 | 0.4 | -0.7 | 0.0 | -1.0
O=C(CCS(=O)(=O)c1ccc(Br)cc1)NCc1ccco1 | -2.0 | 1.6 | 4.4 | 0.5 | 3.6 | 9.5 | 2.9 | 14.1
COc1ccc(S(=O)(=O)N[C@@H](Cc2ccccc2)C(=O)N2CC[C@@]3(O)CCCC[C@H]3C2)cc1 | -1.0 | -8.9 | -8.7 | 1.1 | 13.6 | -0.5 | 3.2 | 13.4
Cc1cccc(OCC(=O)NC(=S)N2CCCc3ccccc32)c1 | 0.9 | -1.1 | -5.6 | -4.3 | 1.3 | -3.2 | -5.8 | 2.5
CCc1ccccc1Nc1nc(N)nc(COC(=O)CCS(=O)(=O)c2ccccc2)n1 | -2.1 | -2.7 | 1.1 | 5.3 | -3.9 | 3.5 | -2.4 | -6.1

Results in APOBEC3A inh, for some of the entries so far:
canonical_smiles,APOBEC3A inh
COc1ccc(C2=NOC(Cn3nc(C(=O)NCc4cccs4)cc3-c3ccccc3)C2)cc1 (centres undefined),-5.8
COCCn1c(C)cc(C2=NNC(=Nc3ccccc3)SC2)c1C,2.2
COc1ccc(/C=C(/C#N)C(=O)Nc2cc(C)ccc2C)cc1C(=O)O,0.6

Remaining list, next part:
SMILES | MPTP block | GRIN3A LBD mod | EBI2 antag | CXCR6 block | CCR6 antagonist | APOBEC3A inh | Gli-Sufu antag | APOBEC3G inh
CC(C)C(C(=O)NCc1ccccc1)N(CC1CCCO1)C(=O)CNS(=O)(=O)c1ccccc1 (centres undefined) | 0.7 | -0.9 | -0.3 | 20.7 | -0.6 | -8.7 | -14.8 | -8.7
CC(=O)NC(CCCCNC(=S)NC1CCCCC1)C(=O)O (centres undefined) | -0.6 | 0.6 | -8.9 | 0.0 | -0.9 | -4.8 | 5.3 | -7.7
CCOc1ccc(NS(=O)(=O)c2ccc(-c3coc(C)n3)cc2)cc1 | 8.3 | -0.9 | -5.1 | -5.7 | -3.4 | -1.2 | -6.2 | 0.3
N#Cc1cnn2c(-c3ccc(Cl)cc3Cl)ccnc12 | 1.0 | -2.2 | -4.3 | 13.1 | -0.2 | 6.4 | 5.7 | -5.1
O=C(c1ccccc1)N1CCN(C(=O)c2ccc(OC(F)(F)F)cc2)CC1 | -2.3 | 0.5 | 52.7* | 0.7 | -0.2 | -5.0 | 0.6 | -7.0
CN(C)c1ccc(NC(=O)CCCCCn2nnc3ccccc3c2=O)cc1 | 0.0 | 0.5 | -5.9 | -9.3 | 2.4 | -0.5 | -6.7 | 6.0
CCOc1ccc(N2C(=O)/C(=C/c3cc(OC)c(OC)c(OC)c3)N(CC(=O)OC)C2=S)cc1 | -0.1 | -0.1 | 19.3 | 8.9 | 15.8 | -1.8 | 13.9 | -2.2
O=C(NCc1ccco1)c1ccccc1NS(=O)(=O)c1ccc(Br)s1 | 70.6* | -3.7 | 2.3 | -5.2 | -9.6 | -0.5 | 17.1 | -5.2
CCCCNC(=S)NNc1c(Cl)cc(Cl)cc1Cl | -1.6 | -2.1 | 13.4 | -4.1 | 0.3 | -0.5 | 9.1 | -12.8
c1ccc(CN2CCN(c3nc(N4CCOCC4)c4ccccc4n3)CC2)cc1 | 0.3 | 2.5 | 15.8 | 0.3 | 7.7 | -5.6 | 31.9 | -7.4
COc1cccc(CNC(=O)C(C)n2ccc3cc(S(=O)(=O)N4CCCCCC4)ccc32)c1 (centres undefined) | -0.9 | -6.9 | 3.7 | -16.1 | 25.8 | -1.7 | 33.8 | -1.3
CCc1cc(C(=O)N2CCCC(N3CCN(c4cccc(C(F)(F)F)c4)CC3)C2)n(C)n1 (centres undefined) | -0.6 | -0.1 | 9.8 | 4.2 | 17.3 | -2.0 | 55.1* | 4.1
O=S(=O)(c1ccccc1)N1CCN(Cc2ccccc2)c2ccccc21 | 0.3 | -1.0 | 19.7 | 10.6 | 23.6 | / | -17.4 | /
COc1ccccc1-c1c(C(F)(F)F)oc2cc(OCC(=O)Nc3ccccc3C(F)(F)F)ccc2c1=O | 3.3 | 3.4 | 4.6 | 3.0 | 14.0 | -1.4 | 5.7 | -2.4
CCCC(c1nnnn1C(C)(C)CC)N(CCCO)Cc1cc2cc(C)cc(C)c2[nH]c1=O (centres undefined) | -1.3 | -0.9 | 6.3 | -5.0 | -2.1 | -5.4 | 0.4 | -11.4
CC(=O)N1CCCN(Cc2nc(C3(c4ccc(C)cc4)CCCC3)no2)CC1 | -1.1 | -1.4 | -6.7 | -13.7 | -1.7 | -3.4 | -3.3 | -10.9
Cc1cc(=O)oc2c(CN3CC(C)OC(C)C3)c(O)c(Cl)cc12 (centres undefined) | 0.8 | -0.8 | -5.4 | -1.0 | -16.0 | 29.3 | 7.9 | 10.5
CN(C(=O)CN1C(=O)/C(=C/c2ccccc2F)SC1=S)C1CCS(=O)(=O)C1 (centres undefined) | -2.8 | -1.1 | -3.2 | -4.1 | -10.5 | -2.9 | -9.1 | -1.9
O=C(CCN1C(=O)/C(=C/c2cccs2)SC1=S)N1CCCCC1 | 5.5 | 2.4 | -21.4 | 4.6 | 7.4 | -1.4 | 17.7 | 4.7
CCOc1ccccc1CN1CCNC(=O)C1CC(=O)NC1CCCCCC1 (centres undefined) | 0.0 | -0.8 | -3.3 | -7.1 | 20.2 | -8.0 | 37.4 | -8.0
O=C(CS(=O)(=O)c1ccccc1)Nc1nc(-c2ccccc2)cs1 | 2.0 | -6.4 | -1.0 | -9.7 | -16.2 | -2.5 | -7.3 | -5.4
Cc1cc(C)nc(N/N=C/c2ccc([N+](=O)[O-])o2)n1 | 0.0 | 1.7 | 5.7 | -9.6 | 0.9 | 0.7 | -2.9 | 0.1
O=C1Cc2ccccc2C(c2ccc(Cl)cc2)N1 (centres undefined) | 2.6 | 2.4 | -4.9 | 3.4 | 2.0 | -0.7 | -1.1 | -2.3
COc1ccc2c(c1)nc(SCC(O)c1ccccc1)n2C (centres undefined) | 2.2 | -0.8 | 4.8 | 3.6 | -1.2 | 4.8 | / | -8.0
CCN1CCc2nc3ccccc3c(C(=O)Nc3ccc(C#N)cc3)c2C1 | -0.4 | -1.9 | -15.8 | -20.7 | -7.1 | 14.7 | 6.1 | -1.4
O=[N+]([O-])c1ccc(Cl)c(/C=N/N2CCN(C3c4ccccc4-c4ccccc43)CC2)c1 | 0.3 | 0.7 | 14.0 | 1.1 | 1.8 | / | 0.6 | /
COc1cc2c(cc1OC)C(C(=O)N1CCN(c3ccccn3)CC1)C(c1cccs1)N(C)C2=O (centres undefined) | -0.6 | 3.4 | 3.1 | -7.2 | 5.6 | 1.5 | -2.3 | -2.9
O=C(CCS(=O)(=O)c1ccccc1)Nc1ccccn1 | -2.5 | -2.3 | -1.7 | -9.5 | 9.6 | 9.8 | -29.2 | 5.2
Cc1ccc(NC(=O)CN2C(=O)N/C(=C/c3cc(C)n(-c4ccc(C(=O)O)cc4)c3C)C2=O)cc1 | 1.8 | -0.8 | 13.4 | -9.8 | -7.2 | / | 0.7 | /
COc1cccc(C(=O)NCC(=O)N2CCC(C)CC2)c1 | -1.0 | -0.1 | -3.2 | -2.0 | -1.4 | -14.8 | -8.9 | -1.4

Screening data (PubChem)
